SENP1 inh – SENP1 (human) catalytic domain inhibition. Q9P0U3. recombinant SENP1 catalytic domain, CyPet-SUMO1-YPet FRET cleavage. inhibition, % at 10 µM. 360,000 tested, 0.21% active. AID 624204;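 active = inhibition at least 30% at 10 µM, raw YFP signal under a set limit, fluorescence ratio 0.5 to 1.5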;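 note: 0% = enzyme with DMSO and 100% = no enzyme wells; some results filed as inactive read as strong as hits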
Target sequence (Q9P0U3 419-644 limits assumed): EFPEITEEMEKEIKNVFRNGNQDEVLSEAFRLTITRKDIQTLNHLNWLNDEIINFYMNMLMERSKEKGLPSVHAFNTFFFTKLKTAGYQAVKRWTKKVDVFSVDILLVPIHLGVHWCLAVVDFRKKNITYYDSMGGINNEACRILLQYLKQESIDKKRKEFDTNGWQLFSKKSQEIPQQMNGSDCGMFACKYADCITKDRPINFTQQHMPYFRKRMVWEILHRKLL
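System: Recombinant human SENP1 catalytic domain, His6-tagged | Incubation: Enzyme reaction for 50 min at room temperature, dark | Medium: Tris pH 8 with BME, BSA, NP40 and catalase | Also added: 25 nM SUMO1 FRET substrate | Compound: 10 µM single point, 0.5% DMSO | Measured by: FRET fluorescence in CFP and YFP emission channels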
HKDC1 inh – blocks human hexokinase HKDC1 activity; recombinant HKDC1, G6PDH/diaphorase resazurin coupled fluorescence; inhibition, % at 20 µM; 340,000 tested, 0.16% active;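 active = inhibition above about 35% when tested at 20 µM, limit read from the data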;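 note: plate controls were DMSO wells with enzyme for no effect and DMSO wells lacking enzyme for full effect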
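Assay system – recombinant HKDC1 (HK5) hexokinase enzyme, produced in-house · Input – HKDC1 at 5 µg/mL · Reagent – glucose plus 1 mM ATP as hexokinase substrates · Timing – 90 min reaction incubation at room temperature, dark · Measured by – G6PDH/diaphorase-coupled fluorescence, 1 mM NADP, 100 µM resazurin, 525/613 nm · Benchmarks – DMSO-enzyme wells negative, buffer-substituted wells positive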
SENP6 block – SENP6 protease inhibition; Recombinant SENP6 catalytic domain, aminoluciferin luminescence; inhibition, % at 10 µM; 330,000 tested, 1.8% active;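 active = inhibition above about 50% at the single tested dose, limit read from the data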;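 note: plate controls were DMSO wells with enzyme for no effect and DMSO wells lacking enzyme for full effect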
SENP8 block-1 – SENP8 (human) protease inhibition; Q96LD8; recombinant SENP8, Nedd8 substrate fluorescence; inhibition, % at 20 µM; 360,000 tested, 0.64% active; AID 602440; in the data active = inhibition mostly above about 40%, no sharp cut-off; inactive = mostly below about 27%
Target sequence (Q96LD8 whole entry, looked up): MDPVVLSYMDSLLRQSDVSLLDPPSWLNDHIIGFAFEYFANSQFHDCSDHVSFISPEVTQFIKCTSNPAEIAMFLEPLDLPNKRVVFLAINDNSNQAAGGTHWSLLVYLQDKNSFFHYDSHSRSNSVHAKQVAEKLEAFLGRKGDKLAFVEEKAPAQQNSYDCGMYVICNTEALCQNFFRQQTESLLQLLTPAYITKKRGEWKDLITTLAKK
SENP7 block – inhibitors of human SENP7 protease | inhibition, % at 5 µM | recombinant SENP7, Z-RLRGG-aminoluciferin luminescence, 40 min | 330,000 tested, 1.5% active;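 active = inhibition above about 50% at the single test dose, limit read from the data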;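 note: plate controls were DMSO with enzyme for no effect and no enzyme buffer wells for full effect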
Target sequence (Q9BQF6 706-1050 limits assumed): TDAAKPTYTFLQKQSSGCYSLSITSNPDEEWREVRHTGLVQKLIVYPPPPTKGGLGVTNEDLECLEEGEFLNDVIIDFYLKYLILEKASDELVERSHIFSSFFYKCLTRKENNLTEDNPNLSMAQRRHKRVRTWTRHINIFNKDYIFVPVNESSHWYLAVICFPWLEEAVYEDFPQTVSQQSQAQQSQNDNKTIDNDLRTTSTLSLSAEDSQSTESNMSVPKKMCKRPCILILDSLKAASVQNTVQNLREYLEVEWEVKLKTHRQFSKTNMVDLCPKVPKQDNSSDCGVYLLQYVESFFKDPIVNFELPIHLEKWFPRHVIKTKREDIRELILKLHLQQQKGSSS
NLRP3 yeast inh – inhibitors of NALP3 inflammasome in yeast; Yeast reconstituted NLRP3/ASC/caspase-1, beta-gal luminescence, 24 h; inhibition, % at 10 µM; 330,000 tested, 0.39% active;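 active = inhibition of 50% or more; inactive = inhibition below 50%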;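 note: plate controls were induced DMSO wells for no effect and uninduced yeast grown without galactose for full effect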
Apaf1 inhib – human Apaf-1 inhibition | O14727 | reconstituted apoptosome caspase-3 activity, DEVD-Rh110 fluorescence | inhibition, % at 20 µM | 330,000 tested, 0.71% active; active = inhibition of at least 40% at 20 µM;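 note: plate controls were DMSO wells for no effect and DEVD-CHO caspase inhibitor wells for full effect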
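System – cell-free apoptosome with Apaf-1, procaspase-3 and caspase-9 · Buffer or medium – pH 7.5 Hepes buffer with CHAPS, BSA, DTT · Also added – cytochrome c with DEVD-Rh110 · Times – 30 min compound preincubation, 50 min activation, room temperature · Technique – Rh110 fluorescence intensity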
PfGluPho inh – PfG6PD (Plasmodium falciparum) enzyme inhibition; PfGluPho enzyme, NADPH resazurin-diaphorase fluorescence; 350,000 tested, 0.78% active; AID 504690; inhibition, % at 20 µM;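 active = inhibition reaching at least a set limit at 20 µM in the primary screen, cut at about 59% in these data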;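 note: 0% = DMSO wells with substrate and 100% = DMSO wells lacking glucose-6-phosphate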
SENP8 block-2 – blocks the human protease SENP8; 330,000 tested, 1.2% active; AID 2540; purified SENP8, Z-RLRGG-aminoluciferin cleavage, luminescence; inhibition, % at 10 µM; in the data active = inhibition above about 50%
* = called active by the depositor; . = no result given. No enrichment for hits (roughly 4.1% active in at least one column).

SMILES	SENP1 inh	HKDC1 inh	SENP6 block	SENP8 block-1	SENP7 block	NLRP3 yeast inh	Apaf1 inhib	PfGluPho inh	SENP8 block-2
COc1ccc(OC)c(C2C(C#N)=C(N)Oc3cc(C)n(Cc4ccccn4)c(=O)c32)c1 (stereo not drawn)	-1	-6	-6	15	-5	6	-2	-1	-8
CC(NC(=O)C12CC3CC(CC(C3)C1)C2)C(=O)N/N=C/C1=C(N2CCOCC2)C(=C\c2ccccc2)/CC1 (stereo not drawn)	3	-6	7	-24	4	26	12	22	4
Cc1nc2ccc(Cl)cc2[nH]1	4	-1	.	13	.	.	.	-1	.
O=C(Nc1cc(C(F)(F)F)ccc1N1CCOCC1)c1ccc2ccccc2n1	-4	-9	5	-12	0	3	13	27	3
CCOc1ccc(NC(=O)Cc2cccc3ccccc23)c([N+](=O)[O-])c1	2	2	-3	22	0	26	13	5	-3
COc1cccc(CNC(=O)Cn2nc([N+](=O)[O-])c(Br)c2C)c1	3	-2	-12	13	-11	14	-2	3	-4
O=C(NCc1cccnc1)C(=O)NCC(c1ccco1)N1CCN(c2ccc(F)cc2)CC1 (stereo not drawn)	4	-7	3	15	-9	18	-7	-7	-1
C=CCOC(=O)C1=C(C)N=C2SCCC(=O)N2C1/C=C/c1ccccc1 (stereo not drawn)	0	-4	-7	4	-5	-17	4	6	-6
CCOC(=O)c1nnn(-c2nonc2N)c1-c1ccccc1	1	-1	0	6	8	-2	-1	22	-1
Cc1cc(C)n(-c2ccc(C(=O)N3CCc4ccccc43)cc2)n1	1	-5	20	22	-3	25	18	0	-15
O=C1C(N2CCOCC2)=C(n2nnc3ccccc32)C(=O)c2ccccc21	0	43*	76*	76*	35	-36	94*	56	74*
O=C(NC1CCCc2c1cnn2-c1ccccc1F)c1ccccc1N1CCOCC1 (stereo not drawn)	-1	3	3	-48	8	-2	12	-4	-6
CC(C)NS(=O)(=O)c1ccc(CCC(=O)NCc2cccnc2)cc1	3	-1	-15	6	-11	13	8	-1	-10
Cc1cc2ccccc2nc1Br	1	-12	7	4	2	10	-2	-1	2
CCOC(=O)[C@H](CCc1ccccc1)N[C@@H](C)C(=O)N1CCC[C@@H]1C(=O)O	0	0	-6	3	3	6	-11	1	-7
O=C(NCCCN1CCOCC1)c1cc(-c2ccc(Cl)c(Cl)c2)on1	-2	-2	-1	4	-1	15	11	-18	-9
O=C1NC(c2ccccc2)=CC(c2ccccc2)N1 (stereo not drawn)	1	-6	-21	-33	-2	0	4	1	-9
CCC(=O)NCCc1nc2ccccc2n1Cc1ccc(C)cc1	0	-1	-12	6	-1	1	-15	8	-4
OCCN(Cc1ccccc1)Cc1nc(CC2CC2)no1	2	-5	-6	-28	-4	7	14	4	-4
Cc1ccc(-c2nnc(-c3ccccc3S(=O)(=O)Cc3ccc(Cl)cc3)o2)cc1	3	2	-10	-46	0	-2	8	-9	-3

2 of the compounds above, with bars between the fields.
compound | SENP1 inh | HKDC1 inh | SENP6 block | SENP8 block-1 | SENP7 block | NLRP3 yeast inh | Apaf1 inhib | PfGluPho inh | SENP8 block-2
CCOC(=O)[C@H](CCc1ccccc1)N[C@@H](C)C(=O)N1CCC[C@@H]1C(=O)O | 0 | 0 | -6 | 3 | 3 | 6 | -11 | 1 | -7
O=C(NCCCN1CCOCC1)c1cc(-c2ccc(Cl)c(Cl)c2)on1 | -2 | -2 | -1 | 4 | -1 | 15 | 11 | -18 | -9

The list goes on.
SMILES	SENP1 inh	HKDC1 inh	SENP6 block	SENP8 block-1	SENP7 block	NLRP3 yeast inh	Apaf1 inhib	PfGluPho inh	SENP8 block-2
Cc1cccc(-c2noc(CNC(=O)c3ccoc3C)n2)c1	-69	0	-4	-101	0	5	4	-7	6
Nc1nnc(CCS(=O)(=O)c2ccc(Br)cc2)s1	4	-13	1	7	5	11	-6	8	5
O=C(NC1CCCCCC1)c1cc(S(=O)(=O)N2CCCCC2)ccc1N1CCOCC1	7	-9	-13	4	6	16	-2	14	2
O=C(NCc1ccc2c(c1)OCO2)Nc1ccc2nsnc2c1	-22	4	-2	-410	9	7	-2	-4	4
C/C(=N\OC(=O)Nc1ccc(Cl)cc1)c1ncc(C(F)(F)F)cc1N1CCOCC1	-2	-2	-6	-96	-1	11	6	-13	-1
O=C(Cc1ccccc1[N+](=O)[O-])N1CCN(c2ccc(F)cc2)CC1	-2	-2	-6	3	-5	32	-6	-1	0
COc1cc(OC)c2c(-c3ccccc3)cc(=O)oc2c1C(CCN1CCCCC1)c1ccc2c(c1)OCO2 (stereo not drawn)	-1	-1	-37	-68	8	19	37	0	-19
COc1ccc(CCNC(=O)c2ccc(Cl)c(S(=O)(=O)N3CCCC3)c2)cc1	1	-3	19	6	1	4	2	-2	9
O=C(Nc1ccc([N+](=O)[O-])cc1)c1ccccc1F	1	2	13	31	12	10	6	6	7
COC(=O)c1ccc(NC(=O)C2CCCN(S(=O)(=O)c3cnc[nH]3)C2)cc1 (stereo not drawn)	1	-1	-4	15	4	-1	-8	-4	7
CCCc1cc(=O)oc2cc(OCC(=O)N3CCC(C(N)=O)CC3)ccc12	4	0	-9	-101	6	9	6	-16	5
COc1ccc(OC)c(NC(=O)[C@@]2(CC(=O)O)CC(/C=C/c3ccccc3)=NO2)c1	-4	4	-4	1	-3	8	2	4	0
O=[N+]([O-])c1ccccc1S(=O)(=O)N1CCN(S(=O)(=O)c2ccc3c(c2)OCCO3)CC1	0	-1	4	-5	-4	1	-4	11	3
Cc1ccc(S(=O)(=O)NCC2CCC(C(=O)NCc3ccco3)CC2)cc1 (stereo not drawn)	-11	-5	-10	-4	7	3	-8	24	8
COc1ccc(OC)c(S(=O)(=O)NCC(=O)NC2CCCCCC2)c1	2	-7	-5	4	6	13	-8	-4	-2
CCOC(=O)N1CCN(CC(=O)Nc2ccc(F)cc2)CC1	3	-3	6	5	0	2	-9	-23	-2
O=C(Cn1nnc(-c2cccs2)n1)N1CCc2ccccc2C1	1	2	-5	19	-2	15	-2	6	-4
Cc1ccc(S(=O)(=O)NC(=O)Nc2ccc(N(C)C)cc2)cc1	7	9	40	75*	18	42	57*	73*	24
Cc1ccccc1C(=O)c1cccn1CC(=O)NCCC1=CCCCC1	3	-2	4	10	7	-5	19	-2	0
COc1ccc(S(=O)(=O)NC(CC(=O)NCc2ccco2)c2ccco2)cc1 (stereo not drawn)	1	-4	-11	19	3	15	-1	5	7
COCCN(CCOC)S(=O)(=O)c1ccc(C(=O)Nc2nnc(C3CC3)o2)cc1	-1	0	-23	25	-4	-9	2	-24	-8
CC(C)(O)CNC(=O)Nc1ccc(Cl)c(Cl)c1	1	-3	-11	20	-8	7	-11	-13	-8
CC(=O)Nc1ccc(OS(=O)(=O)c2c(C)cc(C)cc2C)cc1	0	-6	9	8	-8	14	7	8	9
Cc1ccc(CN2CC(C(=O)Nc3ccc4c(C)cc(=O)oc4c3)CC2=O)cc1 (stereo not drawn)	-4	-1	-12	-301	6	12	19	2	-4
Oc1ccccc1C=NN=Cc1ccccc1Cl	2	5	.	28	.	.	.	-1	.
Cc1ccc(S(=O)(=O)N(C)Cc2ccc(-c3nnc4n3CCC4)cc2)cc1	4	2	2	2	5	8	-7	-5	4
COc1ccc(C(=O)NNC(=O)c2cc3cccc(OC)c3oc2=O)cc1	3	12	-22	-33	-4	12	-15	4	-6
O=C(Nc1cc(C(F)(F)F)ccc1Cl)C(Sc1ccccn1)c1ccccc1 (stereo not drawn)	-2	-2	-25	9	-13	-5	4	16	-2

Gathered by group, those above containing a Cl atom.
SMILES	SENP1 inh	HKDC1 inh	SENP6 block	SENP8 block-1	SENP7 block	NLRP3 yeast inh	Apaf1 inhib	PfGluPho inh	SENP8 block-2
Cc1nc2ccc(Cl)cc2[nH]1	4	-1	.	13	.	.	.	-1	.
O=C(NCCCN1CCOCC1)c1cc(-c2ccc(Cl)c(Cl)c2)on1	-2	-2	-1	4	-1	15	11	-18	-9
Cc1ccc(-c2nnc(-c3ccccc3S(=O)(=O)Cc3ccc(Cl)cc3)o2)cc1	3	2	-10	-46	0	-2	8	-9	-3
C/C(=N\OC(=O)Nc1ccc(Cl)cc1)c1ncc(C(F)(F)F)cc1N1CCOCC1	-2	-2	-6	-96	-1	11	6	-13	-1
COc1ccc(CCNC(=O)c2ccc(Cl)c(S(=O)(=O)N3CCCC3)c2)cc1	1	-3	19	6	1	4	2	-2	9
CC(C)(O)CNC(=O)Nc1ccc(Cl)c(Cl)c1	1	-3	-11	20	-8	7	-11	-13	-8
Oc1ccccc1C=NN=Cc1ccccc1Cl	2	5	.	28	.	.	.	-1	.
O=C(Nc1cc(C(F)(F)F)ccc1Cl)C(Sc1ccccn1)c1ccccc1 (stereo not drawn)	-2	-2	-25	9	-13	-5	4	16	-2
